Source: PubChem
Tb PFK inh – qHTS Assay to Find Inhibitors of T. brucei phosphofructokinase; Potency, µM (top dose mostly 57.5 µM), for inactives: top-dose activity, negative = inhibition, hits mostly inhibitors; 330,000 tested, 0.17% active; T. brucei PFK, ADP-Glo luminescence; AID 485367, 2010;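 further: potency means the concentration at half of the fitted maximal effect; 0% = uninhibited 1x PFK enzyme wells and -100% = no-enzyme wells; nearly all actives have a fitted effect of over 60% in size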
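Compounds were pin-transferred as a titration series up to 57 uM into substrate buffer (0.5 mM F6P, 0.1 mM ATP, pH 8.0), then 1.25 nM PFK was added and reactions ran 45 min before ADP-Glo detection.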
FBPA coupling cs – qHTS Assay for Inhibitors of Fructose-1,6-bisphosphate Aldolase from Giardia Lamblia: Coupling assay counterscreen; AID 2472, 2010; 290,000 tested, 0.67% active; coupling enzyme system counterscreen, AmpLite Red fluorescence; activity change, negative = inhibition, % at 58.2 µM, hits read low; in the data active means activity change below about -30%; further: on the % scale 0 is the no-effect control and ±100 the full control effect
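Counterscreen of the coupled detection system alone, without aldolase: glyceraldehyde-3-phosphate coupling enzymes plus AmpLite Red readout. Compounds at 57.5 uM final, 10 min RT preincubation, 20 min RT reaction, fluorescence 525/598 nm.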
Giardia kill – Small Molecules that selectively kill Giardia lamblia: qHTS; activity change, % at 7.66 µM, hits read low; AID 540267, 2011; Giardia lamblia trophozoite viability; 340,000 tested, 0.15% active; in the data active means activity change below about -80%; inconclusive means between about -30% and that limit;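 further: parasites exposed to compound for two days anaerobically before the ATP read; on the % scale 0 is the no-effect control and ±100 the full control effect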
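Anaerobic 48 hrs incubation at 37 deg C of 100 trophozoites/well with test compounds; ATPLite 1-Step luminescence, 15-30 min RT, reports cellular ATP as viability.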
PKM2 act – qHTS Assay for Activators of Human Muscle isoform 2 Pyruvate Kinase; 260,000 tested, 0.34% active; AID 1631, 2009; Potency, µM (highest dose often 57.5 µM), for the others: top-dose activation, most hits filed as activators; purified PKM2, Kinase-Glo ATP luminescence, activation; response scale: 0% is enzyme alone, no compound; further: potency means the concentration at half of the fitted maximal effect; on the % scale 0 is the no-effect control and ±100 the full control effect; nearly all actives have a fitted effect of over 55% in size
Target sequence (P14618 whole entry, looked up, canonical isoform): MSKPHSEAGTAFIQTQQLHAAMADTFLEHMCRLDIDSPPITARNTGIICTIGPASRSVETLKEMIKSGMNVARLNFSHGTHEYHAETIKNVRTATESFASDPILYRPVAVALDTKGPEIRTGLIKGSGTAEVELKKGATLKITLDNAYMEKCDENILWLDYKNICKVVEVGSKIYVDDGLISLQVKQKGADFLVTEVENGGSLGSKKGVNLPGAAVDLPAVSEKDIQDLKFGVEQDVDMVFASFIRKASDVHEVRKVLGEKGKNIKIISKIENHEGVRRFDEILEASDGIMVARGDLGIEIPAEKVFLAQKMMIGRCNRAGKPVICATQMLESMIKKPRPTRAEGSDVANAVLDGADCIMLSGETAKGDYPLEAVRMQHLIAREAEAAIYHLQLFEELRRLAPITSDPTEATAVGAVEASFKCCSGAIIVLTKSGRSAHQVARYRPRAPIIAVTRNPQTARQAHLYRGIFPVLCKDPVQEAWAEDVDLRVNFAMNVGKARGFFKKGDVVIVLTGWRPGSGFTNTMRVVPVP
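ATP formation by purified human PK-M2, quantified via coupled luciferase luminescence after 1 h at room temperature with 0.1 mM ADP and 0.5 mM PEP final.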
B2AR arrestin – qHTS assay of beta-arrestin-biased ligands of beta2-adrenergic receptor; 330,000 tested, 0.02% active; beta-arrestin recruitment to beta2AR, cell-based reporter; Potency, µM (titrated, usually from 46.1 µM), inactives show at the top dose activation, actives largely listed as activators; Beta-2 adrenergic receptor (Homo sapiens), P07550;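 further: potency means the concentration at half of the fitted maximal effect; 0% = DMSO controls and full agonism = EC100 isoproterenol or metaproterenol; nearly all actives have a fitted effect of over 65% in size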
Menin-MLL TR inh – qHTS Assay for Inhibitors Targeting the Menin-MLL Interaction in MLL Related Leukemias: Competition With Texas Red Labeled MLL-derived Mutant Peptide | AID 1768, 2009 | Potency, µM (highest dose often 61.6 µM), for the others: top-dose FP activity change, negative = inhibition, hits mostly inhibitors | 270,000 tested, 0.23% active | Menin + Texas Red MLL mutant peptide, fluorescence polarization; active means well fitted inhibition curve with a large enough effect in the polarisation, with a control signal flat, not every such curve was filed as active; inconclusive means small, poorly fitted or top-dose-only effect, or effect the other way, or a change in a side signal; inactive means no such curve, though single readings can be large or run the other way; the % refers to the polarisation; further: potency means the concentration at half of the fitted maximal effect; % of control where 0% means no effect; many of its hits are not listed in these tables
ASM inhibitor – Inhibitors of Secretory Acid Sphingomyelinase (S-ASM): qHTS. Sphingomyelin phosphodiesterase (Homo sapiens), P17405. placental ASM, HMU-PC fluorogenic substrate, 60 min. Potency, µM (titrated, usually from 57.5 µM), without a hit: at the highest dose activity change, negative = inhibition, usual class: inhibitors. 340,000 tested, 0.006% active. AID 504937, 2011; further: potency means the concentration at half of the fitted maximal effect
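Fluorogenic HMU-PC substrate (9 uM final) is turned over by placental ASM in 60 min at 37 C after a 10 min compound preincubation. Reaction ended by alkaline stop (pH 10), with fluorescence read at 386/447 nm.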
TSG101-PTAP inh – qHTS Assay for Iinhibitors of HIV-1 Budding by Blocking the Interaction of PTAP/TSG101; Tumor susceptibility gene 101 protein (Homo sapiens), Q99816; AID 493005, 2010; Potency, µM (titrated, usually from 115 µM), for the others: at the highest dose activity change, negative = inhibition, most hits filed as inhibitors; Fluorescence polarization, FITC-PTAP peptide / Tsg101 binding; 340,000 tested, under 10 active; active means well fitted inhibition curve with a large enough effect in the main read-out, with a control signal flat, not every such curve was filed as active; inconclusive means small, poorly fitted or top-dose-only effect, or effect the other way, or a change in a side signal; inactive means no such curve, though single readings can be large or run the other way; further: potency means the concentration at half of the fitted maximal effect; % of control where 0% means no effect
Target sequence (Q99816 whole entry, looked up): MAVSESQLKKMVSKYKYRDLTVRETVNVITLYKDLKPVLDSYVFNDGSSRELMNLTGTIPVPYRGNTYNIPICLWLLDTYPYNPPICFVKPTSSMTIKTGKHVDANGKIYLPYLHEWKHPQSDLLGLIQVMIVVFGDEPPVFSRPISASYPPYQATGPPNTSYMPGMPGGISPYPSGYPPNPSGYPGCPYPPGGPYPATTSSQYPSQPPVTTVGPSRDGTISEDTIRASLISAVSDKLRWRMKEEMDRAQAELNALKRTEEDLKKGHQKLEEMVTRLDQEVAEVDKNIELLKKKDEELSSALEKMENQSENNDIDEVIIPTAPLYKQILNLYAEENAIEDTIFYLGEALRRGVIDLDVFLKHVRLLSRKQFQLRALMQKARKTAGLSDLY
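Tsg101 binding domain (10 uM final) was mixed with compound and a FITC-labeled PTAP peptide (50 nM final) in HEPES pH 7.5 buffer with NaCl, Tween 20, EDTA and TCEP; fluorescence polarization was read after 20 min at r.t.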
GALK inhibitor – qHTS Assay for Inhibitors of Human Galactokinase (GALK); 270,000 tested, 0.007% active; Purified GALK, Kinase-Glo residual ATP luminescence; Potency, µM (top dose mostly 57.5 µM), inactives show top-dose activity change, negative = inhibition, actives largely listed as inhibitors; further: potency means the concentration at half of the fitted maximal effect; on the % scale 0 is the no-effect control and ±100 the full control effect
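ATP-depletion format; final 35 uM ATP, 100 uM D-galactose, 5 nM enzyme; pH 8.0 HEPES/Mg2+ buffer; 60 min RT; luminescence read 10 min after detection reagent.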
a7 integrin act – qHTS for Activators of Integrin-Mediated Alleviation for Muscular Dystrophy; alpha7betagal myoblasts, beta-gal FDG fluorescence, 48 h; AID 624291, 2012; Potency, µM (doses to about 38.3 µM), without a hit: at the top dose activation, hits mostly activators; 350,000 tested, 0.064% active;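 further: potency means the concentration at half of the fitted maximal effect; 100% = response of the positive control SU9516; nearly all actives have a fitted effect of over 60% in size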
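alpha7betagal+/- myoblasts (passage 13, 250/well) treated 48 h at 37C with compounds at 1:260 dilution of DMSO stock. Lysed, then beta-galactosidase activity read as FDG fluorescence (ex 480/em 540) after 30 min, with pre-read for autofluorescence.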
Chronic BCR inh – qHTS Assay to Find Inhibitors of Chronic Active B-Cell Receptor Signaling. Potency, µM (doses to about 46.1 µM), inactives show at the top dose ratio change, negative = lower green/red ratio, most hits filed as inhibitors. ABC-DLBCL IkBa-CBG/CBR reporter, luminescence ratio, 4 h. AID 493014, 2011. 340,000 tested, 0.05% active; active means well fitted inhibition curve with a large enough effect in the signal ratio, with a control signal flat, not every such curve was filed as active; inconclusive means small, poorly fitted or top-dose-only effect, or effect the other way, or a change in a side signal; the % refers to the signal ratio;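 further: potency means the concentration at half of the fitted maximal effect; plate controls were basal doxycycline-induced cells for no effect and cells given 10 µM MG132 for full effect; MG132 reads +100%, hits lower the ratio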
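TMD8 human ABC-DLBCL cells with doxycycline-inducible IκBα–green luciferase fusion and unfused red luciferase, in 0.5% FBS medium; compounds up to 46 uM, 4 h at 37C. Green/red luminescence ratio, filter-overlap corrected, fitted to concentration-response curves.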
The depositor's hits bear a star; ? = inconclusive; / = no result given; [ ] = another dose, or the depositor's remark. Unless noted, the call rests on the fitted dose curve; in most records, active means well fitted curve in the direction sought with a large enough effect; inconclusive means small, poorly fitted or top-dose-only effect, or another doubt; inactive means no such curve, though single readings can be large; an effect the other way counts as inactive or inconclusive.

SMILES | Tb PFK inh | FBPA coupling cs | Giardia kill | PKM2 act | B2AR arrestin | Menin-MLL TR inh | ASM inhibitor | TSG101-PTAP inh | GALK inhibitor | a7 integrin act | Chronic BCR inh
Cc1ccc(C2=NN(C(=O)C3CCCO3)C(c3ccco3)C2)cc1 (stereo not given) | 1% | 1 | 16 | 1% | -0.3% | -11% | 0% | 0% | 10% | ? | -2%
O=C(NN1C(=O)c2cc(Br)ccc2NC1c1cc(Br)cc(Br)c1O)c1ccncc1 (stereo not given) | 0% | 9 | 4 | 4% | -0.4% | ? | -5% | -1% | -4% | -27% | ?
O=C(Cn1c2ccc(F)cc2c2nc3n(c(=O)c21)CCS3)N1CCCC1 | 3% | 0 | 30 | / | 0.5% | -39% | 32% | 0% | -1% | 26% | -3%
CC(=O)Nc1ccc(N(C(=O)c2ccco2)C(C(=O)NC2CCCC2)c2ccc(N(C)C)cc2)cc1 (stereo not given) | 4% | -2 | -10 | / | 3.6% | / | -1% | -2% | 1% | -33% | 3%
O=C(CN1CCOCC1)NC1CC2CCC1C2 (stereo not given) | -7% | 1 | 1 | -8% | -0.8% | -17% | 3% | -1% | -1% | 2% | 10%
Cc1ccc(NC(=O)C2CCN(C(=O)c3ccco3)CC2)cc1 | 5% | 2 | -1 | 0% | -0.9% | 13% | 0% | -1% | -1% | 0% | 1%
O=C(CSc1ncccn1)N/N=C/c1cccc(OC2CSC2)c1 | 0% | -3 | -1 | / | 0.0% | 10% | -1% | -3% | 1% | 26% | -1%
CCCCCCC(=O)N/N=C/Cc1ccccc1 | -1% | 1 | -2 | 1% | -0.3% | -27% | 1% | -12% | 0% | 18% | 11%
CN1C(=S)SC(/[N+]([O-])=C/c2c(F)cccc2Cl)C1(C)C (stereo not given) | 1% | 2 | -8 | 14% | -0.2% | / | 0% | 1% | / | -2% | -2%
CN1CCc2c(sc3c2C(=O)NC(c2ccccn2)N3)C1 (stereo not given) | -1% | -62* | -12 | -22% | -0.4% | ? | / | ? | -2% | -11% | -6%
O=C(O)C1=NN(c2ccccc2)C(=O)CC1 | 6% | -1 | 25 | -17%[11.5 µM] | -0.1% | 0% | 1% | 0% | 7% | -5% | -1%
COc1cc(OC)cc(C(=O)N[C@H](C(=O)Nc2nc(-c3ccc(OC)c(OC)c3)cs2)C(C)C)c1 | 5% | -9 | 9 | 17% | -0.4% | / | -6% | -4% | 1% | -25% | ?
C[C@H](NC(=O)c1nc[nH]c1C(=O)N[C@@H](C)c1ccccc1)C(=O)OC(C)(C)C | -1% | 0 | 1 | 1% | 0.3% | ? | -3% | -4% | 2% | -4% | 0%
O=C(COC(=O)c1ccccc1C(=O)c1ccc(Cl)cc1)NCCc1ccccc1 | -5% | -10 | -4 | 0% | -0.2% | -1% | -2% | -1% | 0% | -11% | ?
COC(=O)[C@H](Cc1ccccc1)NC(=O)NCC1CCCO1 (stereo not given in full) | 2% | 0 | 9 | -12% | -0.8% | 1% | 6% | -1% | 0% | -13% | 10%
C/C(=N/OC(=O)C1CC1)c1cc(-c2ccc(Cl)cc2)no1 | -8% | 1 | 6 | -4% | 0.6% | 23% | -4% | 2% | 0% | 5% | ?
CCCN=C1N(CC)C[C@@H]2[C@@H]3C(=O)N(Cc4ccccc4)C(=O)[C@@H]3[C@](Cc3ccccc3)(C(=O)OC)N12 | -3% | / | 11 | / | -1.0% | / | 0% | -5% | / | -4% | 2%
CCC1Oc2ccccc2N(CC(=O)NCCC2=CCCCC2)C1=O (stereo not given) | -1% | -4 | -8 | -6% | -0.3% | ? | 1% | -5% | 0% | -21% | 1%
CCN(CC)S(=O)(=O)N1CCC(C(=O)NCc2ccc3c(c2)OCO3)CC1 | -3% | 3 | 6 | 2% | -0.9% | 0% | 5% | -2% | / | -6% | -4%
CC1CCCC(C)N1C(=O)c1ccc(CS(=O)(=O)c2ccccc2)cc1 (stereo not given) | 3% | / | -15 | / | -0.3% | / | 0% | -4% | -6% | 9% | 15%
O=C(COC(=O)c1ccc(Cl)nc1)Nc1cccc(S(=O)(=O)N2CCCCC2)c1 | -5% | / | 39[activator] | / | 1.1% | / | -1% | -4% | / | 16% | ?
O=C(NC1CCCC1)C(c1cccnc1)N(C(=O)c1ccco1)c1cccc(F)c1 (stereo not given) | -2% | -3 | 7 | -3% | -0.5% | -1% | 0% | -4% | 0% | -12% | -1%
Cc1c(NC(=O)C(Sc2ccccc2)c2ccccc2)cccc1[N+](=O)[O-] (stereo not given) | -5% | 0 | -6 | -4% | -0.4% | ? | -1% | -5% | / | -2% | 6%
CN(C)C(CNC(=O)c1cnc(Cl)c(Cl)c1)c1ccccc1 (stereo not given) | -1% | -3 | -23 | / | 7.1% | -25% | 4% | -1% | -3% | 2% | 7%
CC(=O)Nc1ccc(S(=O)(=O)N2CCC(c3nc4ccccc4[nH]3)CC2)cc1 | -3% | 0 | -5 | -20% | 14% | -10% | 2% | -6% | 3% | -8% | ?
Cc1cc(NC(=O)CCNS(=O)(=O)c2ccc3[nH]c(=O)oc3c2)ccc1Br | -3% | / | 2 | / | 0.2% | / | -4% | -4% | 0% | 0% | 0%
Cc1ccc(C(=O)NC(=S)N2CCN(c3ccccc3F)CC2)cc1 | -8% | 1 | 18 | -2% | -0.3% | 0% | 0% | 2% | / | 18% | ?
c1ccc(OCCCCN2CCOCC2)cc1 | -4% | 6 | -9 | 2% | -0.3% | -6% | -1% | -1% | 0% | -1% | -6%
CCCOc1ccc(-c2c(C(=O)N/N=C/c3ccc(C)o3)nnn2-c2nonc2N)cc1 | 1% | / | 4 | / | -1.1% | / | 0% | -1% | 0% | 4% | ?
O=C(CCC1CCCCC1)Nc1ccc(C(=O)c2ccncc2)cc1 | 13% | -3 | -24 | 6% | 0.2% | 12% | 3% | -6% | -3% | -16% | -1%
CN(CC(=O)Nc1ccccc1C(=O)NC1CC1)Cc1ccc(Cl)s1 | 4% | / | 13 | / | 0.4% | / | 7% | -1% | / | -7% | 1%
CC(C)CC(=O)NC(=S)Nc1cccc2nsnc12 | 3% | -16 | -17 | -3% | 0.0% | ? | -2% | 0% | -1% | -8% | ?
COC(=O)c1cc2n(n1)CCN(Cc1ccc(C)cc1)C2=O | 1% | 3 | 62[activator] | 7% | 0.1% | -1% | 3% | -3% | 0% | 11% | ?
OCCCn1c(-c2ccccc2)csc1=Nc1ccccc1 | -5% | 2 | 6 | 3% | -0.2% | -6% | 6% | -1% | -1% | -19% | 22%
COc1ccc(C(=O)OCC(=O)NC2CCCCCC2)cc1OC | -6% | / | 28 | / | 0.2% | / | -2% | -5% | / | ? | 13%
Cc1cccc(Cn2nc(-n3cccc3)c3c(C)cc(C)nc32)c1 | 4% | 0 | -17 | -10% | 0.1% | -5% | -9% | 0% | -2% | -44% | 2%
CC(C)C(C(=O)NCC1CCCO1)N(C(=O)CNS(=O)(=O)c1ccc(F)cc1)c1ccccc1 (stereo not given) | 7% | 1 | 32[activator] | / | -0.1% | / | -13% | -1% | -1% | -1% | -2%
COc1ccccc1Nc1nc(C)cc(=O)[nH]1 | -1% | 2 | 3 | -4% | -0.5% | 29% | 4% | -8% | 0% | 0% | ?
COc1ccc(C(=O)NC(=S)Nc2cccnc2)cc1[N+](=O)[O-] | -2% | 2 | -6 | -3% | 0.0% | -20% | -2% | 0% | 10% | 30% | 0%
CC(=O)c1ccc(NC(=O)c2ccccc2Sc2ncnc3sc(C)c(C)c23)cc1 | -1% | 0 | 9 | 2% | -1.5% | -1% | -11% | -3% | 0% | -36% | ?

The list is partial. The share of hits here may be higher or lower than overall.
